IDE cell activ – activators of human insulin-degrading enzyme in cells; P14735; HEK cells, FAbeta-B cleavage, fluorescence polarization; 0% vehicle, 100% cell-free pure enzyme wells; activation, % at 5.96 µM; 340,000 tested, 0.073% active; AID 493087;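 active means activation above the mean of all tested compounds plus 3 SD, set per screening campaign, cut at about 17% in these data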
Target sequence (P14735 whole entry, looked up): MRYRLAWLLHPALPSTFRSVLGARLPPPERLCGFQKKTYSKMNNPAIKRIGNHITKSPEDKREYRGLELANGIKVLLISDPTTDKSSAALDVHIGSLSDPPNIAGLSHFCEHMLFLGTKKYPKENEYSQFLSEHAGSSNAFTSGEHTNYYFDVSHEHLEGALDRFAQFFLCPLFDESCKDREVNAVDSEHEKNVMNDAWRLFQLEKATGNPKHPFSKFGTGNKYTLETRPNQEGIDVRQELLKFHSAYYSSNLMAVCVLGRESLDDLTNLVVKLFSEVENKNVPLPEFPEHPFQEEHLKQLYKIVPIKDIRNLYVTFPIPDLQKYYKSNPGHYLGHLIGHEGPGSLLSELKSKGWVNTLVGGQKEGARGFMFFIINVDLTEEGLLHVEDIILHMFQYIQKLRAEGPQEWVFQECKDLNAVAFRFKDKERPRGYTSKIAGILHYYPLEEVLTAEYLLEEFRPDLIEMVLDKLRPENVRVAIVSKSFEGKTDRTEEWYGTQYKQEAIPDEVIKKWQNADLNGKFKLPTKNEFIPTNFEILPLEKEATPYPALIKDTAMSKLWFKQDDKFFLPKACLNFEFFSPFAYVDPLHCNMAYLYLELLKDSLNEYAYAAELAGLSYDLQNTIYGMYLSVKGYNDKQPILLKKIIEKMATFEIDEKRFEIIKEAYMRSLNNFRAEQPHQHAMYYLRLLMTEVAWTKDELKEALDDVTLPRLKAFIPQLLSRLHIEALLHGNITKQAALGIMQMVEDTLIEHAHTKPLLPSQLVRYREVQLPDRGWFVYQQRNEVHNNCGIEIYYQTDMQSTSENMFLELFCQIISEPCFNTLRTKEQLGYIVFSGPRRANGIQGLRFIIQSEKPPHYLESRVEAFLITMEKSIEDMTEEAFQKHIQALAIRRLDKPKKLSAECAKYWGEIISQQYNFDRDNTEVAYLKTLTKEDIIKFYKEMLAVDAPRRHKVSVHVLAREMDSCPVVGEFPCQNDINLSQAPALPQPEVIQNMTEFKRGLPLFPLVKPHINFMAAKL
Starred values were filed as active, the others as inactive. Only part of the results is shown; rates above refer to the full screens.

SMILES	IDE cell activ
CCOC(=O)C1CCCN(C(=O)C2COc3ccccc3O2)C1 (stereo unspecified)	-1.3
COCc1c(C(=O)N(C)Cc2ccccc2N2CCCC2)oc2ccccc12	1.2
O=C(c1cccc(NS(=O)(=O)c2ccc(F)c(F)c2)c1)N1CCCCC1	1.7
O=C1C=CC(=Nc2cccc3c2C(=O)c2ccccc2-3)O1	-9.1
COC(=O)c1cc(C)c(C)cc1NC1OC(CO)C(O)C1O (stereo unspecified)	6.0
O=C1NC[C@H](Cc2ccccc2)N(C[C@H]2CCCN2C[C@H](Cc2ccc(O)cc2)N2C[C@H](Cc3ccc(O)cc3)N(CC3CCCCCC3)C(=O)C2=O)C1=O	0.0
Cc1ccc(NC(=O)COC(=O)Cn2cnc3c2c(=O)n(C)c(=O)n3C)cc1F	0.9
CCC(C(=O)NC1CCCC1)n1c2ccccc2c2nc(=O)cc(C)n21 (stereo unspecified)	-1.1
Cc1ccc(C(CC(=O)O)NC(=O)c2ccc(S(=O)(=O)N3CCCC3)cc2)cc1 (stereo unspecified)	6.7
OCC1(CO)CC2(C1)CC(CO)(CO)C2	3.7
Cc1ccc(S(=O)(=O)N2CCOCC2)cc1C(=O)Nc1cc(S(=O)(=O)N2CCCCC2)ccc1O	5.1
CCc1ccccc1OCC(=O)Nc1ccc(F)c(S(=O)(=O)N2CCOCC2)c1	3.0
CSc1nnnc2ccccc12	6.5
Nc1c(Br)cc(Br)c2c1C(=O)c1c(cccc1S(=O)(=O)O)C2=O	-0.2
COc1cc2oc(=O)cc(-c3ccc(-c4ccc(C(F)(F)F)cc4)cc3)c2c(OC)c1OC	0.0
CCCCSc1n[nH]c(=S)c2nc[nH]c12	-12.2
Fc1ccc(-c2ccc3c(c2)C2CC3CCN2)cc1 (stereo unspecified)	-0.6
CC(=O)N(O)CCCCCNC(=O)CCC(=O)N(O)CCCCCNC(=O)CCC(=O)N(O)CCCCCNC(=O)CCC(=O)O	4.3
COC(=O)c1sc(S(=O)(=O)Oc2ccccc2NC(C)=O)c(C(=O)OC)c1C	-4.0
O=C(N[C@@H]1c2ccccc2CC[C@@H]1OCc1ccccc1)c1ccc(C(F)(F)F)cc1	3.1
C=C(CN(C)C)C(=O)c1ccc2c(c1)OCO2	3.7
Cn1cccc1C(=O)NCC1COc2ccccc2O1 (stereo unspecified)	0.8
Cc1cc(C)cc(NC(=O)C(c2ccccc2)N2CCN(CC(=O)N3CCCC3)CC2)c1 (stereo unspecified)	-0.5
CCOC(=O)c1nn(C)c(=S)n(C)c1=O	0.2
COC(=O)c1ccccc1S(=O)(=O)NNC(=O)C1COc2ccccc2O1 (stereo unspecified)	1.1

Given with the structure last: 7 of the compounds above
IDE cell activ | Molecule
-4.0 | COC(=O)c1sc(S(=O)(=O)Oc2ccccc2NC(C)=O)c(C(=O)OC)c1C
-12.2 | CCCCSc1n[nH]c(=S)c2nc[nH]c12
0.9 | Cc1ccc(NC(=O)COC(=O)Cn2cnc3c2c(=O)n(C)c(=O)n3C)cc1F
3.7 | C=C(CN(C)C)C(=O)c1ccc2c(c1)OCO2
0.8 | Cn1cccc1C(=O)NCC1COc2ccccc2O1 (stereo unspecified)
0.0 | COc1cc2oc(=O)cc(-c3ccc(-c4ccc(C(F)(F)F)cc4)cc3)c2c(OC)c1OC
4.3 | CC(=O)N(O)CCCCCNC(=O)CCC(=O)N(O)CCCCCNC(=O)CCC(=O)N(O)CCCCCNC(=O)CCC(=O)O

Later entries
SMILES	IDE cell activ
COC(=O)Cn1cnc2c(Cl)nc(F)nc21	-0.5
O=C(Nc1ccc(Cl)cc1F)C1CCCN(C2=NS(=O)(=O)c3ccccc32)C1 (stereo unspecified)	-1.6
CC(=O)NC12CC3CC(C1)CC(C(=O)Nc1cccc(S(=O)(=O)N4CCCCCC4)c1)(C3)C2	2.6
COc1cc(OC)c2c(-c3ccccc3)cc(=O)oc2c1C(CCN1CCOCC1)c1ccc2c(c1)OCO2 (stereo unspecified)	5.0
CCN(CC)CCn1c2ccccc2c(=O)c2c(O)ccc(O)c21	0.8
O=C(COC(=O)Cc1ccc(Cl)cc1)NCc1ccc2c(c1)OCO2	7.5
Cc1nc2c(nc1C)C(=O)c1ccccc1C2=O	9.0
COC(=O)c1ccc(NCc2cc(O)ccc2O)cc1O	-20.0
O=C(CC1Sc2ccccc2NC1=O)NNc1ccc(Cl)cc1Cl (stereo unspecified)	4.4
Cc1ccc(CCNc2ncnc(Cl)c2N)cc1	-2.0
COc1ccc(C(C#N)=Cc2ccc(NC(C)=O)cc2)cc1	-1.3
CCCCCn1cnnc1SCC(=O)c1c(N)n(C2CC2)c(=O)[nH]c1=O	4.3
Cc1cccc(NS(=O)(=O)c2cccc(C(=O)NCC(c3ccc(F)cc3)N3CCOCC3)c2)c1 (stereo unspecified)	4.9
CCN(CC)C(=O)[C@H]1C[C@H](CC(=O)NCCN2CCOCC2)C(=O)N2CCc3c([nH]c4cc(-c5ccco5)ccc34)[C@]12C	1.4
O=[N+]([O-])c1ccc(C=NNc2ccc(S(=O)(=O)O)cc2)cc1	-2.9
CCN1C[C@@H]2[C@@H]3C(=O)N(Cc4ccccc4)C(=O)[C@@H]3[C@](C)(C1=O)N2C(=O)c1ccccc1	3.1
O=C(CCC1CCCCC1)Nc1cc(Cl)ccc1N1CCOCC1	3.2
CCN1C(=O)[C@H]2[C@H]3CN=C(SCc4ccc(Cl)cc4)N3[C@@](Cc3ccccc3)(C(=O)OC)[C@H]2C1=O	0.2
Nc1nc(=S)c2ncn(C3CCCCC3)c2[nH]1	-16.6
O=C(NCc1ccccc1)C1CCCN(C(=O)c2ccc(F)cc2)C1 (stereo unspecified)	5.3
Cn1ncc2c(=O)[nH]nnc21	0.8
C[C@H](NS(=O)(=O)c1ccc2c(c1)OCCCO2)C(=O)N1CCN(Cc2ccccc2)CC1	-1.5
COc1cc(C2c3cc4c(cc3OC(NNC(N)=S)C2C)OCO4)cc(OC)c1OC (stereo unspecified)	2.5
Cc1ccc(NC(=O)c2ccc(Cl)c(S(=O)(=O)Nc3c(C)n(C)n(-c4ccccc4)c3=O)c2)cc1Cl	1.7
O=C(c1cc(S(=O)(=O)N2CCOCC2)c(Cl)cc1Cl)N1CCCC1	-1.6

Remaining list, next part:
SMILES	IDE cell activ
CCN1CCN(c2ccc(NC(=O)c3ccc(Cl)c(S(=O)(=O)N4CCCC4)c3)cc2)CC1	4.1
Cc1occc1-c1nnc(SCC(=O)N(C)c2ccccc2)o1	-1.8
COc1ccc(CN2C[C@H]3CCCN3c3cc(Br)ccc3S2(=O)=O)cc1	5.5
Nc1ccc2cc3[nH]c4cc(N)ccc4c3nc2c1	53.2*
Cc1ccc(S(=O)(=O)c2ccc([N+](=O)[O-])o2)cc1	-5.7
O=c1c(O)c(-c2ccc(O)c(O)c2)oc2cc(O)ccc12	-2.0
O=C(NN=Cc1ccc2c(c1)OCO2)c1ccccc1	6.0
Cc1cc(NC(=O)CN2C(=O)NC3(CCCCC3)C2=O)ccc1N1CCCC1	-0.9
O=C(O)C1CC(C(=O)O)SS1 (stereo unspecified)	8.3
CC1(C)OC2CC3C4CCC5=CC(=O)CCC5(C)C4(F)C(O)CC3(C)C2(C(=O)CO)O1 (stereo unspecified)	-2.9
CC[C@]1(C(=O)OC)[C@H]2C(=O)N(C)C(=O)[C@H]2[C@H]2CN(C)C(=NCc3ccccc3)N21	3.5
COc1ccc(C(=O)COc2ccc(C(C)=O)cc2OC)cc1OC	-0.1
O=[N+]([O-])c1ccccc1Nc1cccc(F)c1	0.0
Cc1ccsc1C(=O)NNC(=O)c1ccncc1	5.0
CN(C(=O)Nc1cccc([N+](=O)[O-])c1)c1ccccc1	1.9
CCN(CC)C(=O)[C@H]1C[C@H](CC(=O)NC(C)(C)C)C(=O)N2CCc3c([nH]c4cc(CCC(=O)N(C)C)ccc34)[C@]12C	4.9
O=C(O)C1OC1(c1ccccc1Cl)c1ccccc1Cl (stereo unspecified)	3.2
CCCc1nnc(NS(=O)(=O)c2ccc(C)cc2)o1	-1.5
Cc1c(C(=O)N2CC(C(=O)N3CCCCC3)Oc3ccccc32)oc2ccccc12 (stereo unspecified)	-2.7
O=C1C2CCCN2C(=O)N1CCN1CCN(c2cccc(C(F)(F)F)c2)CC1 (stereo unspecified)	-1.3
CCOc1ccc(NC(=O)CN(C)C(=O)c2ccc3c(c2)S(=O)(=O)N=C2CCCCCN23)cc1OCC	5.1
NC(=O)c1cc(S(=O)(=O)N2CCOCC2)ccc1Sc1ccccc1N	0.3
Cc1cc(C)c(S(=O)(=O)N2CCC3(CC2)OCCN3S(=O)(=O)c2cccs2)c(C)c1	-0.5
COc1ccc2[nH]c3c(c2c1)CCN1C(=O)C(CC(=O)NCCCn2ccnc2)C[C@H](C(=O)N2CCCCC2)[C@@]31C (stereo partly specified)	2.2
CC(=O)OCC(=O)C1(O)CCC2C3CC(C)C4=CC(=O)CCC4(C)C3C(O)CC21C (stereo unspecified)	-4.8

The list goes on:
SMILES	IDE cell activ
O=C1NC(=S)NC(=O)C1=Cc1ccccc1C(=O)O	-1.5
CN(Cc1ccccc1)C(=O)c1cccc(NC(=O)Cc2ccc(NC(=O)C3CCN(S(=O)(=O)c4cccc([N+](=O)[O-])c4)CC3)cc2)c1	3.3
CCCCN1CC(COCc2ccccc2)Oc2cccc(F)c2S1(=O)=O (stereo unspecified)	1.6
OCC1OC(n2cnc3c(SCc4ccccc4)nc(F)nc32)C(O)C1O (stereo unspecified)	-2.2
CC(C)C(OC(=O)C1=Cc2ccccc2OC1)C(=O)NCC1CCCO1 (stereo unspecified)	5.9
CC1=C(O)C(=O)C(C2=C(O)C(=O)C(C)=C(O)C2=O)=C(O)C1=O	2.0
O=C1OCCC1(c1ccccc1)c1ccccc1	-1.8
CN1C[C@@H]2[C@@H]3C(=O)N(Cc4ccccc4)C(=O)[C@@H]3[C@](C)(C1=O)N2C(=O)c1ccc(F)cc1	-1.4
O=C1NC(=O)c2c(Br)c(Br)c(Br)c(Br)c21	0.7
CN(Cc1ccccc1)C(=O)c1ccc(NC(=O)Cc2ccc(NC(=O)C3CCCN(C(=O)C4CCC4)C3)cc2)cc1 (stereo unspecified)	1.6
COc1ccc(C2=CCCCCC2)c(OC)c1OC	3.4
CCCCn1c(N)c(N(CCOC)C(=O)c2ccc(N3C(=O)c4ccccc4C3=O)cc2)c(=O)[nH]c1=O	1.4
Oc1ccc(C=NN=C2c3ccccc3-c3ccccc32)c(O)c1	-19.9
O=C1[C@@H](Oc2ccccc2)[C@@H](c2ccccc2)N1c1cccnc1	-4.2
Cc1ccc(OC(=O)CCC(=O)Oc2ccc(C)cc2C)c(C)c1	0.7
Cn1ncc2c(N)nc(NCCO)nc21	5.8
COC(OC)C1(CCc2ccccc2)NC(=O)NC1=O (stereo unspecified)	-1.9
CCCN(CC(=O)Nc1ccccc1C)C(=O)c1cnc(C)cn1	-3.8
CC(C)C[C@@H](CN1CCC[C@@H]1CN1C(=O)C(=O)NC[C@@H]1Cc1ccccc1)N1C[C@H](Cc2ccc(O)cc2)N(CCc2ccccc2)C(=O)C1=O	0.0
N#C/C(=C/C1=C(N2CCOCC2)C(=C/c2ccccc2)/CC1)C(=O)Nc1ccccc1F	-0.9
O=P(CCc1ccccc1)(c1ccccc1)c1ccccc1	2.7
O=C(Cc1ccc(NC(=O)C2CCN(C(=O)c3ccccc3)CC2)cc1)Nc1cccc(C(=O)N2CCCCC2)c1	2.5
O=C(CCCCC(=O)NN=Cc1ccc(Cl)cc1)NN=Cc1ccc(Cl)cc1	3.2
O=C(C(c1ccccc1)C(O)(c1ccccc1)c1ccccc1)N1CCOCC1 (stereo unspecified)	1.3
CCOc1ccc2[nH]c(=O)c(CN(CCCN3CCOCC3)C(=O)Nc3ccc(F)cc3)cc2c1	-4.3

The list goes on.
SMILES	IDE cell activ
COc1ccc(N=[N+]([O-])c2ccc(OC)cc2)cc1	0.0
COc1ccccc1N1CCN(CC(=O)Nc2cc(C)nn2-c2nc(C)cc(C)n2)CC1	-0.9
COc1cccc(-c2sc3ccc(OC)cc3c2-c2ccc(OCCN3CCCCC3)cc2)c1	5.4
O=C(CCNS(=O)(=O)c1ccccc1)NCCCc1ccccc1	1.3
CC(C(=O)O)n1cc(C#N)c(=O)[nH]c1=O (stereo unspecified)	5.5
CC(NC(=O)c1cccc(S(=O)(=O)N2CCN(Cc3ccccc3)CC2)c1)c1ccc(Cl)cc1 (stereo unspecified)	3.4
O=C1CC(N2CCN(S(=O)(=O)c3ccccc3F)CC2)C(=O)N1c1ccccc1F (stereo unspecified)	0.7
C#CCOCCOCCOCCNc1nc(N2CCN(C(=O)Cn3cc(CC(C)O)nn3)CC2)nc(N2CCN(C(=O)[C@H]([C@@H](C)CC)n3cc(CCCCN)nn3)CC2)n1 (stereo partly specified)	5.3
Cc1cc(C)c2c(ccc3ccccc32)n1	0.0
O=C(Cc1ccc2c(c1)OCCO2)Nc1cc(C(F)(F)F)ccc1N1CCOCC1	-0.3
Cc1ccc(-c2csc(N)n2)cc1	-0.6
O=C(Cc1ccc(NC(=O)C2CCN(C(=O)C3CCC3)CC2)cc1)Nc1cccc(C(=O)N2CCCC2)c1	-1.5
Cc1c(Cl)cccc1NC(=O)CCN1C(=O)NC(C)(C)C1=O	-0.8
CCN(CC)CCNC(=O)c1nn(-c2ccc(Cl)cc2)c2c1CCc1cc(OC)ccc1-2	-5.0
COc1ccccc1C(CNC(=O)c1cccc(S(=O)(=O)Nc2ccc(F)cc2)c1)N1CCCC1 (stereo unspecified)	4.1
CC(C)n1c(CNC(=O)c2ccccc2F)nnc1SCC(=O)c1ccc(F)cc1	3.5
Cc1ccc(S(=O)(=O)N2C[C@@H]3[C@H]4CC[C@H](C4)[C@@H]3[C@@H](C)C2CC(=O)c2ccccc2)cc1 (stereo partly specified)	3.6
O=C(CC(=O)c1cccs1)c1ccncc1	4.1
O=C1CCC(c2ccccc2)N1c1ccccc1 (stereo unspecified)	-3.6
COC(=O)C1CC2=C(CCCC2=O)N(Cc2ccccc2)C1=O (stereo unspecified)	-1.4
COc1cccc(C2=CC(=O)C(C(C)(C)C)N2C(C)(C)C)c1 (stereo unspecified)	0.4
CCOc1ccc(C=NN2CCCCCC2)cc1OCC	4.3

Entries above that contain a cyano group (three):
SMILES	IDE cell activ
COc1ccc(C(C#N)=Cc2ccc(NC(C)=O)cc2)cc1	-1.3
N#C/C(=C/C1=C(N2CCOCC2)C(=C/c2ccccc2)/CC1)C(=O)Nc1ccccc1F	-0.9
CC(C(=O)O)n1cc(C#N)c(=O)[nH]c1=O (stereo unspecified)	5.5

Compound activity from PubChem.
